TGFb SMAD3 inh: qHTS for Inhibitors of TGF-b; Potency, µM (top dose mostly 46.1 µM), for the others: at the highest dose activity, negative = inhibition, actives largely listed as inhibitors; AID 588855, 2011; 1.2% of 410,000 active; HepG2 CAGA-GFP TGF-b/SMAD3 reporter, GFP fluorescence, 18 h; TGF-beta stimulated, 500 pg/mL final; note: potency is the fitted concentration of half-maximal effect; % is set by controls: 0 for no effect and ±100 for the full control effect; nearly all actives have a fitted effect of over 65% in size
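HEPG2 CAGA-GFP, 1000 cells/well; 2 h settle, 37 C; cpd via pin tool; TGF-b 500 pg/mL final; 18 h, 37 C; GFP imaging ex488/em500-530; %Activity normalised to -TGF-b and +DMSO controls; CRC fit, curve class.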
Mm-Cpn inhibitor: Inhibitors of TCP-1 ring complex (TRiC) of Methanococcus maripaludis (MmCpn): qHTS | Potency, µM (doses to about 76.9 µM), inactives show top-dose activity, negative = inhibition, hits mostly inhibitors | purified Mm-Cpn ATPase, ADP Transcreener TR-FRET | 0.031% of 330,000 active | Chaperonin Mm-Cpn (Methanococcus maripaludis) | AID 504842, 2011; note: potency is the fitted concentration of half-maximal effect; % is set by controls: 0 for no effect and ±100 for the full control effect; nearly all actives have a fitted effect of over 80% in size
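Eu-cryptate anti-ADP/ADP-d2 competition gives a ratio inversely related to ADP. Enzyme at 25 nM was pre-exposed to compound for 10 min, then given 10 uM ATP for 30 min, 37°C throughout.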
Nrf2 inh: Nrf2 qHTS screen for inhibitors | A549 ARE-Fluc reporter, luciferase luminescence, 18-24 h | Potency, µM (highest dose often 46 µM), inactives show at the highest dose activity change, negative = inhibition, most hits filed as inhibitors | 2.1% of 360,000 active | AID 504444, 2011; note: potency is the fitted concentration of half-maximal effect; % is set by controls: 0 for no effect and ±100 for the full control effect; nearly all actives have a fitted effect of over 60% in size
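Nrf2 function is reported as luminescence of an ARE-controlled luciferase in A549 cells. Compounds were tested at several concentrations, and a CellTiter-Fluor read on the same wells flagged cytotoxicity.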
Abeta rescue: qHTS for compounds that reverse cellular toxicity of Amyloid beta (A-beta) peptide in yeast: Primary Screen; yeast expressing A-beta42, growth rescue, OD600, 48 h; response scale: 0% DMSO, 100% iron-clioquinol control; Potency, µM (series often up to 46.1 µM), for inactives: at the top dose growth rescue, most hits filed as activators; 0.063% of 410,000 active; AID 1347071, 2019; note: potency is the fitted concentration of half-maximal effect; nearly all actives have a fitted effect of over 55% in size
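Yeast A-beta toxicity model in growth medium with pinned compounds, 48 h at 30 C; growth read as absorbance at 600 nm. Normalized to FeCl3/clioquinol equimolar mix (positive) and DMSO (negative).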
A549 viability: Nrf2 qHTS screen for inhibitors: counterscreen for cytotoxicity. AID 504648, 2011. A549 ARE-Fluc cells, CellTiter-Fluor viability, 18-24 h. Potency, µM (titrated, usually from 46 µM), inactives show at the highest dose activity change, negative = cytotoxicity, hits mostly inhibitors. 0.16% of 390,000 active; note: potency is the fitted concentration of half-maximal effect; % is set by controls: 0 for no effect and ±100 for the full control effect
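Cytotoxicity counterscreen: CellTiter-Fluor fluorescence was measured in A549 ARE_Fluc cells after 18-24 h of compound exposure in a concentration series. The subsequent BugLite luminescent read reports ARE-luciferase activity.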
HepG2 viability: qHTS for Inhibitors of TGF-b: Cytotox Counterscreen. HepG2 CAGA-GFP viability, ATP luminescence, 18 h. Potency, µM (top dose mostly 46.1 µM), inactives show at the highest dose activity change, negative = cytotoxicity, usual class: cytotoxic. 0.76% of 410,000 active. AID 588856, 2011; note: potency is the fitted concentration of half-maximal effect; some results filed as inactive show a strong effect at the top dose
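CellTiter-Glo luminescence gave cytotoxicity after 18 hours at 37 degrees C. The cells were HepG2 CAGA-GFP in 1% FBS DMEM, stimulated with 500 pg/mL TGF-beta after compound addition. %Activity was normalised to no-cell wells (complete cell-killing) and DMSO (no toxicity), and curves were fitted and classified.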
Nrf2 ARE act: qHTS of Nrf2 Activators; AREc32 ARE-luciferase reporter (MCF7-derived line), luminescence, 24 h; Potency, µM (doses to about 46.1 µM), for inactives: at the highest dose activation, hits mostly activators; 0.31% of 410,000 active; AID 624171, 2012; note: potency is the fitted concentration of half-maximal effect; % of control where 0% means no effect; nearly all actives have a fitted effect of over 65% in size
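AREc32_Fluc, 1000 cells/well, OPTI-MEM + 5% FBS, o/n 37 deg C 5% CO2; 23 nL cpd by pin tool, 24 hr; Steady-Glo 30 min RT, luminescence.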
pAkt inh: HTS Assay for Inhibitors of Akt Phophorylation: Primary Screen; Neuro2A IGF-stimulated pAkt S473 HTRF, 20 min; active compounds read low; activity change, % for hits at 50 µM; 0.32% of 360,000 active; AID 651550, 2012; in the data active = activity change below about -80%; inconclusive = mostly about -51% to -80%; note: % is set by controls: 0 for no effect and ±100 for the full control effect
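Neuro2A cells (4,500/well, DMEM with 0.5% FBS) were treated with compound at a single 50 µM final concentration, stimulated with 6 nM IGF for 20 min at 37 °C, and lysed. Phospho-Akt Ser473 was read by HTRF as 665/615 ratio ×10^4.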
CCT chaperon mod: High-Throughput Screening for Modulators of Cytosolic Chaperonin Activity | purified chaperonin ATPase assay, HTRF ADP detection, 30 min | activity change, % (test concentration not listed), hits read low | 0.3% of 360,000 active | AID 651819, 2012; in the data active = activity change below about -30%; note: % is set by controls: 0 for no effect and ±100 for the full control effect
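TRiC (40 or 20 nM final, by batch activity) in 30 mM Tris pH 7.4, 100 mM KCl, 5 mM MgCl2, 1 mM DTT was treated with compound at 76 uM single dose, then 10 uM ATP, 30 min at 37 °C. ADP was read by HTRF Transcreener.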
* = called active by the depositor; i = inactive; u = inconclusive; x = not tested or not shown; & = joins results of further samples; [ ] = dose if it differs, or a comment. Unless noted, calls come from the whole dose curve; as a rule, active = well fitted curve in the direction sought with a large enough effect; inconclusive = small, poorly fitted or top-dose-only effect, or another doubt; inactive = no such curve, though single readings can be large; an effect the other way counts as inactive or inconclusive.

canonical_smiles,HepG2 viability,CCT chaperon mod,A549 viability,pAkt inh,Nrf2 inh,Mm-Cpn inhibitor,TGFb SMAD3 inh,Abeta rescue,Nrf2 ARE act
Cc1c(NC(=O)CSc2cccc3cccnc23)c(=O)n(-c2ccccc2)n1C,-71%,0.2,x,i,0%,x,u,-5%,u
CC1(C)CC(=O)C2=C(C1)Nc1ccccc1NC2,-3%,-2.6,-1%,i,-6%,1%,4%,-4%,0.1%
CCOC(=O)[C@]12CCC=C1N(CCC1=CCCCC1)C(=O)[C@H](CC(=O)N1CCCC1)C2,x,-2.5,x,i,x,x,x,-27%,0.1%
CN1CCCCC1CCN1c2ccccc2Sc2ccc(S(C)=O)cc21 (stereo not given),-1%,0.5,-10%,i,-12%,-2%&-2%,-10%,1%,0.2%
COc1ccc(/C=N/NC(=O)c2cc(-c3ccccc3)nc3ccccc23)cc1O,-31%,-4.7,-1%,i,0%,2%,0%,-2%,0.2%
c1ccc(-n2nnnc2SCc2cccc(CSc3nnnn3-c3ccccc3)n2)cc1,-21%,-0.8,-5%,i,-9%,3%,u,27%,8.1%
Cc1csc(C(C)N(C)C(=O)c2ccc(OC3CCN(Cc4ccccn4)CC3)cc2)n1 (stereo not given),-39%,-1.0,u,i,u,2%,0%,3%,0.2%
CCOc1ccc(CCNC(=O)CN(C)S(=O)(=O)c2ccc3c(c2)CCC(=O)N3)cc1OCC,-17%,-2.9,0%,i,-7%,1%,-3%,-8%,-0.9%
Cc1ccc2c(Cl)c(C(=O)Nc3cccnc3)sc2c1,1%,-1.1,-6%,i,9%,-9%,u,-11%,0.2%
Cc1ccccc1N(CC(=O)NCCSc1ccccn1)S(=O)(=O)c1ccccc1,17%,0.0,0%,i,u,1%,u,9%,-0.4%
CCN(CC)C(=O)C1CCCN(c2ncnc3c2cnn3-c2cccc(C)c2)C1 (stereo not given),-18%,-0.3,-5%,i,-15%,1%,-6%,-34%[inhibitor],0.4%
COc1cc(/C=N/N2CCCCC2)cc(OC)c1O,5%,0.2,-25%,i,-21%,-2%,6%,-1%,0.2%
C=CCOc1ccc(/C=C/C(=O)OCC(=O)NCc2cccs2)cc1,-6%,1.8,-11%,i,1%,0%,-12%,5%,3.6%
CCOc1cc(S(=O)(=O)NCCc2ccccc2C)c(OCC)cc1-n1cnnn1,-17%,-2.5,-11%,x,-23%,-1%,-27%,-1%,-0.7%
C/C(CC(=O)Nc1ccccn1)=N\NC(=O)Cc1cccc2ccccc12,-2%,-1.6,0%[1.84 µM],i,2%,0%,-9%,-3%,3.8%
COC(=O)C(C)N(C#N)c1nc(NC(C)C)nc(SC)n1 (stereo not given),4%,1.3,1%,i,x,0%,9%,1%,1.1%
C/C(=N/NC(=O)COc1ccc(C(C)(C)C)cc1)c1ccc(N2CCOCC2)cc1,-13%,1.1,0%,i,-13%,x,-18%,3%,0.1%
O=C(Nc1cc(S(=O)(=O)Nc2ccccc2Cl)ccc1O)c1ccc(F)cc1F,-6%,0.5,-6%,i,-4%,0%,-2%,-33%[inhibitor],-0.9%
Cc1n[nH]c(C)c1CCN(C)C(=O)C1CCC(=O)N(CC2CCCCC2)C1 (stereo not given),3%,-1.7,1%,i,-8%,5%,1%,1%,0.0%
CNc1c(NS(=O)(=O)c2ccc(C(C)(C)C)cc2)c(=O)oc2ccccc12,8%,-1.8,0%,i,-5%,1%,-8%,-1%,0.0%
O=c1[nH]c(-[n+]2ccccc2)c(/C=N/N=C(\[O-])c2ccccc2)s1,-6%,-1.0,-8%,i,3%,-3%,-4%,4%,-0.6%
COc1cccc(/C=N\NC(=O)c2cc(OCC(F)(F)F)ccc2OCC(F)(F)F)c1,7%,0.4,-5%,i,x,0%,8%,8%,0.3%
CCOc1ccccc1N1CCN(C(=O)c2cc(S(=O)(=O)N3CCCCC3)ccc2C)CC1,-25%,2.7,1%,i,1%,2%,-27%,-13%,-1.5%
Cc1ccc(NC(=S)N(CCCN2CCCC2)Cc2cccn2Cc2ccc(Cl)cc2)cc1Cl,1%,1.1,u,i,u,-3%,-4%,0%,1.9%
COc1ccc(-n2cc(C(=O)NCCc3ccc(C)cc3)c3ccccc3c2=O)cc1,-16%,x,-2%,x,18µM*,x,u,-18%,4.1%
CCOc1ccc2[nH]c(=O)c(C(c3nnnn3Cc3ccco3)N3CCC(C)CC3)cc2c1 (stereo not given),0%,-0.4,9%,i,u,1%,-6%,-14%,-0.2%
Cc1cc(C)cc(OCC(=O)O/N=C(\N)c2ccccc2Cl)c1,-17%,-1.2,-12%,i,1%,-1%,-15%,3%,0.2%
CC(NC(=O)Cn1cc(C(F)(F)F)ccc1=O)c1ccc(F)cc1 (stereo not given),-16%,-2.9,-1%,i,4%,u,1%,5%,-0.3%
Cc1cccc(Cn2c(Sc3nc(C)cs3)nc3c2c(=O)[nH]c(=O)n3C)c1,-6%,-2.1,-4%,i,-19%,-1%,-18%,10%,-0.1%
CN(C)c1ccc(/C=C(/NC(=O)c2ccccc2)C(=O)NCCCn2ccnc2)cc1,-2%,0.0,-13%,i,1%,0%,18%,-11%,0.0%
COc1ccc(NC(=O)C2CCCN(S(C)(=O)=O)C2)c(OC)c1 (stereo not given),-19%,0.6,0%,i,-9%,-1%,-13%,1%,0.2%
Cc1cc(=O)[nH]c2sc(C(=O)N3c4ccccc4CC3C)c(N)c12 (stereo not given),-16%,-1.1,3%,i,-10%,1%,-27%,6%,5.6%
COc1ccccc1-c1noc(-c2ccc(NCc3ccccc3)c([N+](=O)[O-])c2)n1,3%,x,1%,x,27%,x,-21%,-1%,0.5%
COc1ccc(CNCCC(c2ccccc2)C2CCOC(C)(C)C2)cc1 (stereo not given),3%,2.0,-16%,i,-14%,2%,-28%,12%,3.0%
CC1CCCN(CCOCCOc2ccc(Br)cc2Cl)C1 (stereo not given),-19%,0.6,1%,i,10%,-6%,-24%,-26%,2.1%
Cc1ccc(C(=O)NCCC(=O)N2CCCC2)cc1,-8%,-2.7,4%,i,u,-1%,8%,-19%,0.4%

Part of the list above with just A549 viability and HepG2 viability.
smiles	A549 viability	HepG2 viability
CC1CCCN(CCOCCOc2ccc(Br)cc2Cl)C1 (stereo not given)	1%	-19%
Cc1cc(C)cc(OCC(=O)O/N=C(\N)c2ccccc2Cl)c1	-12%	-17%

Next results
canonical_smiles,HepG2 viability,CCT chaperon mod,A549 viability,pAkt inh,Nrf2 inh,Mm-Cpn inhibitor,TGFb SMAD3 inh,Abeta rescue,Nrf2 ARE act
CCOC(=O)c1ccc(NC(=O)Cn2nnc(-c3ccc(C(F)(F)F)cc3)n2)cc1,0%,x,-3%,x,0%,x,-9%,-12%,0.0%
CCc1nnc(NC(=O)c2ccc(COc3ccc(C)cc3)o2)s1,-2%,-0.7,x,i,2%,-6%,0%,-12%,0.7%
COc1ccc(Cl)cc1NC(=O)c1ccc2nc(Cc3ccccc3)oc2c1,-33%,x,8%,x,x,x,-9%,14%,u
CCOC(=O)N1CCN(C(=O)CCCn2c(=S)[nH]c3ccccc3c2=O)CC1,-16%,1.2,0%,i,-22%,x,0%,-2%,-0.6%
COCCn1c(C)nnc1SCC(=O)NNC(=O)c1ccc(Cl)cc1,-4%,-0.6,-9%,i,-7%,1%,7%,3%,-0.1%
CCOC(=O)CSc1nc(-c2cccs2)nc2c1c(=O)n(C)c(=O)n2C,4%,-1.2,2%,i,10%,-7%,-5%,-13%,-0.7%
O=C(CSc1nnc(COc2ccc(Cl)cc2)o1)Nc1nccs1,-12%,-2.4,x,i,x,x,-13%,0%,6.2%
Cc1cc(S(=O)(=O)NCc2ccco2)c(C)s1,-16%,0.3,5%,i,-6%,1%,9%,3%,-0.5%
O=[N+]([O-])c1ccc(O)c(C2CCCCC2)c1,-47%,-1.8,1%,i,29%,x,u,-94%[inhibitor],5.1%
Cc1ccc2[nH]c3c(=O)n(CC(=O)NCc4ccco4)ncc3c2c1,-25%&4%,-2.3,2%&-3%,x,u,-3%,-19%&-7%,-13%&-12%,2.4%&8.1%
COc1ccccc1N(CC(O)Cn1nc(C)cc1C)S(=O)(=O)c1ccccc1 (stereo not given),-4%,-1.4,-2%,i,u,0%,23%,10%,-0.1%
Cc1ccc(OCC(=O)NCCCNC(=O)c2ccc(C)nc2)cc1,-3%,0.1,4%,i,9%,-1%,-4%,-5%,-0.2%

Screens as filed in PubChem BioAssay.
